TAAR1 antagonist: antagonists of human TAAR1. Q96RJ0. CHO RD-HGA16 TAAR1, Fluo-8 calcium fluorescence, antagonist. inhibition, % at 3 µM. 360,000 tested, 1.5% active;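 active = inhibition above a per-plate cutoff, the mean inhibition of test compounds on that plate plus 3 SD, cut at about 49% in these data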;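 also: 0% = DMSO plus EC80 beta-PEA response and 100% = DMSO alone without agonist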
Target sequence (Q96RJ0 whole entry, looked up): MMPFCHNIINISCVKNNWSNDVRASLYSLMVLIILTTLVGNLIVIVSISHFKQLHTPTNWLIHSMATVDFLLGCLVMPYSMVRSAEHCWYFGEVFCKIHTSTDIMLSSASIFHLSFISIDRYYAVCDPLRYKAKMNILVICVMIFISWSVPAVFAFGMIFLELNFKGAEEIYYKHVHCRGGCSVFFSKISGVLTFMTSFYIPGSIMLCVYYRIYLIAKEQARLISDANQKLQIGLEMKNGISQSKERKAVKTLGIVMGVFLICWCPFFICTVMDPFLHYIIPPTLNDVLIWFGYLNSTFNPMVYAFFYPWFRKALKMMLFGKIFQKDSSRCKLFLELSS
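Test system – hTAAR1-expressing CHO RD-HGA16 cells, Gα16-coupled · Reagent – β-PEA at EC80 concentration, post-compound challenge · Compound dosing – 3 µM, single point · Timing – 140 s kinetic read after compound, 140 s after agonist · Detection – Fluo-8 intracellular calcium dye fluorescence, real-time kinetic reads · Control set – DMSO and EC80 PEA controls · Repeats – n of 1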
CHO-K1 Ca antag: nonselective inhibitor or artifact in parental CHO-K1 cells | 360,000 tested, 0.6% active | inhibition, % at 3 µM | ATP-induced calcium, Fluo-8 fluorescence;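 active = inhibition above a per-plate cutoff, the plate's mean sample inhibition plus 3 SD, cut at about 24% in these data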;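 also: 0% = DMSO plus EC80 ATP and 100% = DMSO alone without ATP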
M1 PAM parental: nonselective activator or artifact in parental CHO-K1 calcium assay. ATP EC20, Fluo-8 calcium fluorescence; 0% at ATP EC20, 100% at ATP max. activation, % at 3 µM. 360,000 tested, 0.02% active. AID 602247;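 active = activation above the run cutoff, the mean activation of all test compounds plus 3 SD, cut at about 40% in these data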;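 also: peak over basal fluorescence ratio in a 140 s read after ATP addition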
CHO parental Ca: counter-screen for OX1R antagonists: effect in parental CHO cells; parental CHO-K1, ATP-induced calcium, Fluo-8 fluorescence; inhibition, % at 5.6 µM; 330,000 tested, 0.63% active; AID 463079;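 active = inhibition above that plate's mean sample inhibition plus 3 SD, cut at about 26% in these data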;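 also: 0% = ATP-challenged DMSO wells and 100% = DMSO wells without ATP; some compounds past the cut are filed as inactive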
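Assay system: parental CHO cells; Read-out basis: percent inhibition of ATP-evoked calcium rise, normalized to controls; Benchmarks: ATP and no-ATP DMSO wells; Compound dosing: single nominal dose of 5.6 µM per compound; Signal: Fluo-8 calcium dye fluorescence; Also added: ATP as calcium-mobilizing challenge; Repeats: singlicate.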
M1 antag: human CHRM1 antagonism | CHO-K1 hM1, Fluo-8 calcium fluorescence, ACh EC80 antagonist | inhibition, % at 3 µM | 360,000 tested, 1.3% active | AID 588852;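 active = percent inhibition above its own plate's cutoff, namely the mean of that plate's compound wells plus 3 SD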;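 also: peak over basal fluorescence ratio during 140 s after agonist addition; 0% = ACh EC80 plus DMSO and 100% = DMSO alone without agonist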
Target sequence (P11229 whole entry, looked up): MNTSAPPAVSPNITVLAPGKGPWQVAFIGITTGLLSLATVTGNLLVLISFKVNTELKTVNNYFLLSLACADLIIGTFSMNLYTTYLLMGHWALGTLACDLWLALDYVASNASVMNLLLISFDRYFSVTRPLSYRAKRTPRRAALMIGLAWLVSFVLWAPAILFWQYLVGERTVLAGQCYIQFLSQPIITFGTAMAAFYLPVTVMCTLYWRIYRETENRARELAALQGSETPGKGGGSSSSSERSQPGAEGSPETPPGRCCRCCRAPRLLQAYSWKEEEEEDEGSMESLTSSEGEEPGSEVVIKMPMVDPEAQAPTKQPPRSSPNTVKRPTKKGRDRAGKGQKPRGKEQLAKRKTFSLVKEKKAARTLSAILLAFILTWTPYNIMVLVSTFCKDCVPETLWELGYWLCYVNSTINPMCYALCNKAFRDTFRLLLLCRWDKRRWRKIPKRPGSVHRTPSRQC
M1 ag parental: nonselective activator or artifact in parental CHO-K1 cells; Fluo-8 calcium fluorescence; scaled to maximal ATP response, vehicle zero; activation, % at 3 µM; 360,000 tested, 0.48% active; AID 602248; in the data active = activation above about 15%;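 also: untransfected CHO-K1 host cells lacking M1 receptor as counterscreen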
TAAR1 ag: human TAAR1 agonism | CHO RD-HGA16 TAAR1, Fluo-8 calcium fluorescence; vehicle wells 0%, saturating PEA agonist 100% | activation, % at 3 µM | 360,000 tested, 0.99% active;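 active = activation above the mean activation of all test compounds in the run plus 3 SD, cut at about 38% in these data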
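test system = CHO RD-HGA16 cells carrying human TAAR1 plus Gα16 | schedule = 17-24 h seeding, 75 min 37 °C dye, 30 min RT | compound dosing = 3 µM single concentration | control set = DMSO and PEA EC100 | replicates = n 1 | signal = Fluo-8 fluorescence, 5 s baseline then 140 s kinetic read | measure = percent activation vs PEA EC100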
CHRM1 agonist: human M1 muscarinic receptor agonism. P11229. CHO-K1 hM1, Fluo-8 calcium fluorescence, agonist mode; 0% DMSO, 100% acetylcholine EC100. activation, % at 3 µM. 360,000 tested, 0.33% active;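 active = activation above the run's mean compound activation plus 3 SD, cut at about 16% in these data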;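 also: peak over basal fluorescence ratio within a 140 s kinetic read after compound addition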
OXTR potentiator: human OXTR potentiation; CHO-OTR cells, Fluo-8 calcium fluorescence, potentiator mode; 0% = oxytocin EC15, 100% = EC100; 320,000 tested, 0.061% active; P30559; activation, % at 3 µM;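 active = activation above that plate's cutoff, the mean activation of tested compounds plus 3 SD, cut at about 6.6% in these data, passing the limit was not always enough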;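 also: 100% uses oxytocin at 75 nM as the full agonist control; some results filed as inactive read as strong as hits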
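Measured by – Fluo-8 calcium dye fluorescence · Test system – human OTR in CHO cells · Dosing – one concentration, 3.0 µM compound · Controls – EC15 oxytocin alone as 0%, 75 nM oxytocin as 100% · Evaluation – normalized max/min fluorescence ratio, % activation · Timing – 6 min pre-incubation, 100 s read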
Starred values were filed as active, the others as inactive; x = no result given.

compound	TAAR1 antagonist	CHO-K1 Ca antag	M1 PAM parental	CHO parental Ca	M1 antag	M1 ag parental	TAAR1 ag	CHRM1 agonist	OXTR potentiator
CCC(NC(=O)NCc1ccc2c(c1)OCO2)(C(F)(F)F)C(F)(F)F	-5.9	5.8	-1.5	9.9	-3.3	-0.1	2.9	-6.2	3.7
CN(C(=O)c1ccc(NC(=O)Cc2ccc(NC(=O)C3CCCN(S(=O)(=O)c4cccc([N+](=O)[O-])c4)C3)cc2)cc1)C1CCCC1 (stereo not drawn)	-14.3	-8.6	5.0	x	-11.4	-0.2	1.6	-1.7	x
Cc1c(NC(=O)Nc2c(Cl)cccc2Cl)c(=O)n(-c2ccccc2)n1C	-22.3	-9.9	5.7	-8.6	-3.2	-0.1	0.2	-3.8	0.4
CCOC(=O)C(C(=O)OCC)C(C(=O)OCC)N1CCOCC1 (stereo not drawn)	-0.6	-19.3	15.6	1.2	-8.4	0.3	0.5	-0.7	-10.6
COc1ccc(OC)c(NC(=O)CNC(=O)c2ccc([N+](=O)[O-])cc2)c1	-1.9	5.5	-11.5	2.9	4.8	-0.3	-0.4	-0.4	3.1
Cc1ccc(-c2noc(CCC(=O)NCC3CCCO3)n2)cc1 (stereo not drawn)	15.5	-5.0	4.2	-12.0	-2.1	0.3	-1.2	-5.3	-7.8
Cc1ccc(C)c(/C=C(\C(=O)O)c2ccc(S(=O)(=O)N3CCCCC3)s2)c1	3.2	-14.8	11.1	-12.4	-8.5	0.2	-1.7	-3.7	-6.6
CCN(CC(=O)Nc1c(F)cccc1F)C(=O)CCOc1ccccc1	-37.2	-4.5	12.5	-2.0	-22.9	0.7	2.5	1.5	-12.1
O=C(Cn1c(=O)[nH]c2ccccc2c1=O)Nc1ccc2c(c1)OCO2	-15.6	-10.6	11.0	9.9	-4.8	0.4	2.8	-1.4	-0.1
O=C(/C=C/c1ccc(Br)cc1)c1ccc(NC2=NCCCS2)cc1	16.6	-4.9	19.8	-18.2	7.2	7.1	6.5	-10.6	-6.8
CCOC(=O)c1sc(NC(=O)CSc2nnc(C(C)C)n2CC)nc1C	4.8	-5.7	4.0	-16.0	-13.6	0.0	-0.9	-6.0	-11.1
CCOc1ccccc1C1C(C#N)=C(N)Oc2cc(C)n(C)c(=O)c21 (stereo not drawn)	-16.4	-12.1	4.5	1.4	-0.8	0.6	3.8	-3.9	-4.9
CCc1ccc(NC(=O)C2CCN(S(=O)(=O)c3ccc4c(c3)NC(=O)CO4)CC2)cc1	18.8	21.3	4.4	-10.7	-12.2	-0.5	3.8	-1.4	-4.0
O=C(CCCc1ccccc1)NCCS(=O)(=O)N1CCN(c2ccccc2)CC1	-4.0	-14.1	2.7	x	-3.0	6.0	4.9	3.1	x
O=C(Nc1cccc(S(=O)(=O)N2CCCCC2)c1)c1c2c(nc3ccccc13)CCN(Cc1ccccc1)C2	3.0	1.6	-5.6	-24.8	1.9	0.7	2.1	-12.2	-14.1
COc1ccc(NC(=O)Cn2ccc(C(F)(F)F)n2)cc1S(=O)(=O)N1CCOCC1	-5.1	-17.4	20.0	-16.8	-6.6	0.8	2.1	-1.6	-7.1
NC(Cc1ccc(F)cc1)c1csc(Nc2ccc(C(F)(F)F)cn2)n1 (stereo not drawn)	45.5	7.0	2.8	x	5.2	1.6	74.2*	9.0	x
CCCC(=O)Nc1sc(C)c(C)c1C#N	-6.2	-11.7	13.4	-8.0	-5.4	-0.2	0.4	-4.1	-12.7
CCN(C(=O)COC(=O)CNC(=O)C12CC3CC(CC(C3)C1)C2)C1CCS(=O)(=O)C1 (stereo not drawn)	-8.5	-2.9	12.9	3.6	-2.2	0.2	0.0	-5.3	-0.8
Cc1ccc(C(C)C)c(OCC(=O)N2CCOCC2)c1	5.6	-0.8	3.5	-10.5	-18.7	-0.3	-0.7	-5.9	-4.5
CC[C@]12c3[nH]c4ccccc4c3CCN1C(=O)C(CC(=O)NCCC1=CCCCC1)C[C@@H]2C(=O)N1CCN(C(=O)C2CC2)CC1 (stereo partly drawn)	3.1	-1.4	-1.2	-33.6	-5.9	0.6	-2.2	-5.2	-4.7
O=C(NN1CCOCC1)c1cccc(COc2cccc(Br)c2)c1	10.5	-8.0	11.0	-2.8	-1.9	1.6	5.2	-10.1	-6.8
CCOC(=O)C(=O)Nc1cc([N+](=O)[O-])ccc1C	-12.0	10.1	-8.3	-6.6	-3.3	0.3	1.2	-0.9	-5.0
COC(=O)N/N=C\c1cc2c(cc1Br)OCO2	-3.4	-4.4	7.0	-0.9	0.9	-0.1	-0.8	-1.2	-1.9
CCN(CC)CCNC(=O)c1ccc(NC(=O)c2ccc(Cl)c(S(=O)(=O)N3CCCCCC3)c2)cc1	-2.2	-14.1	4.7	-4.8	99.5*	0.2	2.4	-6.5	-3.2
Cn1ccnc1C1CCCCN1Cc1nc(-c2ccc(Cl)cc2)no1 (stereo not drawn)	-9.3	-10.5	-2.0	-1.3	32.0*	2.4	0.6	-7.0	-17.8
O=C(Cc1nc2ccccc2[nH]c1=O)c1ccccc1	-5.6	-6.5	9.8	x	-5.7	0.3	10.8	-3.9	x
Cc1cc(N2C(=O)c3ccc(C(=O)Nc4ccc(CC(=O)O)cc4)cc3C2=O)no1	-29.6	-7.6	17.8	-2.0	11.2	0.0	4.4	-0.1	1.9
CC(=O)Nc1ccccc1C(=O)C(=O)Nc1ccc(C(=O)NCC2CCCO2)cc1 (stereo not drawn)	-12.7	-7.0	5.6	-16.1	1.2	-0.3	1.6	-0.5	2.8
Cc1ccc(S(=O)(=O)NNC(=O)c2sc(NS(=O)(=O)c3ccccc3)nc2C)cc1	-4.5	-11.4	11.3	-6.0	-16.9	0.5	4.9	-1.0	-10.7

Looked up one by one from the list above, two records:
compound	TAAR1 antagonist	CHO-K1 Ca antag	M1 PAM parental	CHO parental Ca	M1 antag	M1 ag parental	TAAR1 ag	CHRM1 agonist	OXTR potentiator
O=C(Cn1c(=O)[nH]c2ccccc2c1=O)Nc1ccc2c(c1)OCO2	-15.6	-10.6	11.0	9.9	-4.8	0.4	2.8	-1.4	-0.1
CCOC(=O)C(=O)Nc1cc([N+](=O)[O-])ccc1C	-12.0	10.1	-8.3	-6.6	-3.3	0.3	1.2	-0.9	-5.0

Following part.
compound	TAAR1 antagonist	CHO-K1 Ca antag	M1 PAM parental	CHO parental Ca	M1 antag	M1 ag parental	TAAR1 ag	CHRM1 agonist	OXTR potentiator
N#Cc1ccccc1OCC(=O)Nc1ccc2c(c1)OCO2	-1.3	-16.1	21.2	x	-23.8	1.0	0.5	-2.5	x
O=C(O)C1CC=CCC1C(=O)NCc1ccc(Cl)c(Cl)c1 (stereo not drawn)	-21.2	-1.7	5.9	-17.6	-4.5	2.1	2.9	-3.3	-9.9
COc1ccc(F)cc1S(=O)(=O)N1CCc2ccccc2C1	-10.0	-6.1	-3.6	x	-4.7	-0.1	-1.3	-6.8	x
CCn1c2ccccc2c2nnc(SCc3ccccc3)nc21	13.6	-15.3	20.6	31.6*	-4.6	0.2	0.5	-2.0	-7.4
O=C(Cn1cnc2c(oc3ccccc32)c1=O)N1CCCC1	-16.6	-13.9	-1.0	1.3	-4.6	1.3	1.4	-3.4	-11.1
O=C1CCCC(O)=C1C1C2=C(CCCC2=O)OC2=C1C(=O)CCC2	22.8	-12.2	19.2	-9.1	-2.5	2.0	1.3	-5.2	-14.8
Cc1ccc(N(CCCCN2C(=O)c3ccccc3C2=O)C(=O)c2ccc(Cl)s2)cc1	0.2	-7.5	-1.4	-7.5	-7.9	-0.2	2.5	-3.5	-0.3
COc1ccc(C2CC(c3ccccc3)=NN2C(=O)COC(=O)c2cccc(O)c2)cc1 (stereo not drawn)	36.0	-3.7	7.8	3.0	7.2	2.1	7.3	0.8	-8.7
COc1ccc(CNC(=O)C(C)OC(=O)c2cccn2C)cc1 (stereo not drawn)	-0.2	7.7	2.1	0.2	-1.4	0.0	2.2	-4.2	0.7
CC(C)(C)CC(=O)Nc1nnc(C(F)(F)F)s1	-5.8	2.3	8.7	-7.6	-7.3	0.4	2.8	-2.5	-16.6
CC(Cc1cccs1)NC(=O)Nc1ccc(F)cc1 (stereo not drawn)	-3.1	-2.7	2.4	1.4	-3.6	1.6	48.7*	-2.3	-13.4
O=C(CN1C(=O)NC2(CCCCC2)C1=O)N1CCc2ccccc2C1	4.8	-8.0	9.7	-13.3	-5.7	1.4	1.1	-5.7	-9.1
CCCCn1c(N)c(N(CCOC)C(=O)CSc2ccc([N+](=O)[O-])cc2)c(=O)[nH]c1=O	-17.2	-8.3	-19.0	-1.6	11.9	-0.4	-1.4	-3.7	-9.0
C[n+]1c2n(c3ccccc31)N=C(c1ccc(Cl)cc1)CS2	0.4	-0.3	17.7	-21.3	-8.6	0.1	1.5	-5.2	-1.6
CC(NC(=O)c1ccccc1C(=O)O)c1ccc(-n2ccnc2)cc1 (stereo not drawn)	-20.3	-7.7	7.4	-3.7	-7.9	0.8	1.4	-8.0	-2.2
CCc1nc2ccc(C(=O)NCCC(C)C)cn2c1N(CC)CCN(C)C	-13.4	-4.8	18.3	x	-13.4	0.6	1.5	-7.8	x
O=S(=O)(NC1CCCC1)c1cccc(-c2nnc(-c3ccccc3)o2)c1	x	-7.4	18.5	-21.1	7.2	5.3	x	-2.9	-5.3
COc1ccc(CNC(=O)CSc2nnc3c(n2)[nH]c2ccccc23)cc1	-2.2	-9.1	15.0	-8.6	-0.9	0.7	-2.0	-2.8	4.8
O=C(CN1CCN(C/C=C/c2ccccc2)CC1)Nc1cc([N+](=O)[O-])ccc1Cl	-18.5	15.8	-12.4	-31.7	3.0	0.1	2.3	-8.1	-5.0
Clc1nc2sccn2c1/C=N/n1cnc2ccccc21	25.9	-22.0	7.1	-14.7	-6.7	0.4	5.5	-4.2	-1.9
CCCCC(=O)Nc1nn(CC(C)C)c2nc3ccccc3cc12	-16.7	6.7	4.8	-8.2	-4.8	0.3	8.7	-1.6	1.4
CC(=O)c1ccc(NC(=O)CCc2c(C)nc3ncnn3c2C)cc1	-4.2	12.2	-5.7	x	21.1	0.2	0.6	-2.5	x
CC(C(=O)N1c2ccccc2Sc2ccccc21)n1nnc(-c2cccs2)n1 (stereo not drawn)	-7.3	-18.0	14.2	-10.4	7.3	2.0	4.2	-7.9	-7.0
O=C(CSc1nnc(-c2ccncc2)n1CCc1ccccc1)NCc1ccccc1	3.0	-5.0	-4.0	-4.4	-6.3	0.5	1.6	-0.5	0.4
O=C(NN=Cc1ccc([N+](=O)[O-])cc1)C1CC1	-23.8	-21.4	18.7	x	-18.5	0.3	6.1	-2.4	x

Screens as filed in PubChem BioAssay.
